Wnt bcat act = Wnt/beta-catenin pathway activators, primary screen, cell-based, plate reader, single point | Wnt/beta-catenin reporter cell assay, activator | activation, % at 9.35 µM | actives 1.2% (n = 300,000) | AID 743398, 2014; in the data active means activation above about 30%, passing the limit was not always enough;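 further: 0% = neutral control wells and 100% = positive control wells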
* hit, by the source's call.

cpd	Structure	Wnt bcat act
1	CN(Cc1ccco1)C(=O)[C@H](Cc1ccccc1)NC(=O)CC[C@H]1O[C@@H](n2ccc(=O)[nH]c2=O)[C@H](O)[C@@H]1O	-1
2	CCc1nc2ccc(C(=O)Nc3cc(-c4ccccc4)ccc3OC)cn2c1N(CC)CC(=O)N(C)C	3
3	CCCNC(=O)C1(C)CCCN(Cc2cccc(C(F)(F)F)c2)C1 (centres undefined)	-4
4	Cc1ccc(/C(O)=C2\C(=O)C(=O)N(CCCN3CCOCC3)C2c2ccccc2F)cc1 (centres undefined)	-3
5	CSc1ncnc2c1ncn2CCCNCc1ccc(C)o1	3
6	COCCNC(=O)C1CCCN(C(=O)c2csc3ccccc23)CC1 (centres undefined)	-1
7	C[C@H]1[C@H](c2ccccc2)Oc2cccc(NCCc3ccccc3)c2S(=O)(=O)N1Cc1ccc(F)cc1	-6
8	CCN(CC)C(=O)C1=C(C)N(CCCN2CCCC2=O)C(=O)C(CC(=O)NCc2cccs2)C1 (centres undefined)	-2
9	O=c1/c(=C/c2ccccc2)sc2nnc(-c3cccs3)n12	2
10	CN(C)c1ccc(-c2csc(C(O)(c3ccccc3)C(F)(F)F)n2)cc1 (centres undefined)	-3
11	CCNC(=O)C1(C)CCN(C(=O)c2ccc(N(C)C)cc2)C1 (centres undefined)	-5
12	CCOC(=O)[C@]12CCCC=C1N(Cc1ccco1)C(=O)[C@H](CC(=O)N1CCC(c3ccccc3)CC1)C2	-3
13	COc1cc(F)ccc1-c1cc(C(=O)NCc2cccs2)[nH]n1	0
14	O=C1C2C3C=CC(CC3)C2S(=O)(=O)C2C3C=CC(CC3)C12 (centres undefined)	-3
15	C[C@@H]1COc2cc(NCCCN3CCOCC3)ccc2S(=O)(=O)N1	-3
16	NC(=O)C1CCN(C(=O)c2ccc(NS(=O)(=O)/C=C/c3ccccc3)cc2)CC1	-1
17	COc1ccccc1-n1c(Cc2cccc3ccccc23)nnc1SCC(=O)O	-2
18	CC(C)OCCCNC(=S)N1CCC(C(=O)c2ccc(F)cc2)CC1	-2
19	CNC(=O)COc1ccc(Nc2nnc(C)c3ccccc23)cc1	-2
20	COC(=O)[C@@]1(Sc2ccc(C)cc2)CC(=O)N(c2ccccc2)[C@@H]1c1ccccc1	-4
21	CCOCCC(=O)Nc1ccc2c(c1)c(=O)n(C)n2C/C=C/c1ccccc1	-1
22	OCC[C@@H]1C[C@H](O)[C@@H](O)[C@@]2(OCc3ccc4ccccc4c32)O1	-4
23	COc1cc(-c2cnc3c(NC(C)=O)cc(-c4cccc(C(=O)NCCO)c4)cn23)cc(OC)c1OC	0
24	CC(=O)NCC1(c2ccccc2)CCN(CC2COc3ccccc3O2)CC1 (centres undefined)	-1

Rewritten with each value named: part of the list above
#20 COC(=O)[C@@]1(Sc2ccc(C)cc2)CC(=O)N(c2ccccc2)[C@@H]1c1ccccc1
- Wnt bcat act: -4
#21 CCOCCC(=O)Nc1ccc2c(c1)c(=O)n(C)n2C/C=C/c1ccccc1
- Wnt bcat act: -1
#22 OCC[C@@H]1C[C@H](O)[C@@H](O)[C@@]2(OCc3ccc4ccccc4c32)O1
- Wnt bcat act: -4
#23 COc1cc(-c2cnc3c(NC(C)=O)cc(-c4cccc(C(=O)NCCO)c4)cn23)cc(OC)c1OC
- Wnt bcat act: 0

More compounds:
cpd	Structure	Wnt bcat act
25	COc1ccc(NC(=O)CSc2ccccn2)c([N+](=O)[O-])c1	39*
26	O=C(c1ccco1)N1CCN(C(=O)c2ccc(Br)o2)CC1	-2
27	CC(C)C1OC(CCc2ccccc2)Cc2[nH][nH]c(=O)c21 (centres undefined)	2
28	CCCNC(=O)C1(C)CCCN(C(=O)c2ccc(C)c(F)c2)C1 (centres undefined)	-1
29	Clc1ccc2nc(-c3ccco3)c(Cc3ccsc3)n2c1	-1
30	O=[N+]([O-])c1ccccc1C(=Nc1ccccc1)c1c(O)cc(O)cc1O	0
31	N#Cc1cc2ccncc2c2ccccc12	-2
32	CNc1cccc(-c2cccc(O)c2)n1	5
33	COc1cccc(C(O)c2nc(-c3cccc(C#N)c3)cs2)c1 (centres undefined)	0
34	COc1ccc(O)cc1CN1CCN(c2ncc(Cc3ccccc3)cn2)CC1	-4
35	CCc1nc2c(OCc3ccc(C#N)cc3)cccn2c1N(C)C(=O)C(C)C	0
36	CC1(C(=O)NCc2cccc(Cl)c2)Cc2c(-c3ccccc3)ccnc2O1 (centres undefined)	-24
37	COC(=O)c1cc2c(c3c4cc(OC)ccc4n(S(=O)(=O)c4cccc(C)c4)c13)C(=O)N(C)C2	-1
38	CC1=C(C(=O)N(C)C)CC(CC(=O)NCCCCc2ccccc2)C(=O)N1Cc1ccc(C(C)(C)C)cc1 (centres undefined)	-5
39	Cc1ccc(S(=O)(=O)N2[C@H](c3ccccc3)CC(=O)[C@@H]3CN(S(=O)(=O)c4ccccc4C)[C@H](c4ccccc4)C[C@@H]32)cc1	-3
40	CC1(C(=O)NS(=O)(=O)c2ccc(C#N)cc2)CCN1C(=O)CC1CCCCC1 (centres undefined)	2
41	COC(=O)[C@]12C[C@H](CC(=O)NCc3cccc(C(F)(F)F)c3)C(=O)N(Cc3ccc4c(c3)OCO4)C1=C[C@H](C(C)(C)C)O[C@@H]2C	-7
42	N#CC(C#N)c1ccnc2ccccc12	-8
43	Cc1ccc(CNC(=O)CCC2CCCN(Cc3ccc4cccc(F)c4n3)C2)o1 (centres undefined)	0
44	Cc1ccc(S(=O)(=O)NC(=O)C2(C)CCN2C(=O)C2(c3ccc(Cl)cc3)CC2)cc1 (centres undefined)	-3
45	CCCCC[C@@H]1[C@@H]2C(=C(OCC)C[C@@H]3C(=O)N(c4ccccc4)C(=O)[C@H]23)[C@H](c2ccccc2)N1S(=O)(=O)c1ccc(C)cc1	-4
46	CC(C)C[C@H]1CN(CCCC[C@@H]2CNC(=O)C(=O)N2CCc2ccccc2)C(=O)C(=O)N1CCC1CCCCC1	-2
47	COc1ccc(C2CC(=O)C(c3ccc4ccccc4c3)=CN2Cc2ccccc2)cc1 (centres undefined)	8
48	Nc1nc(Cl)nc2c1ncn2C1OC(CO)C(O)C1O (centres undefined)	0
49	O=C1CCCCC1C1(O)C(=O)Nc2ccccc21 (centres undefined)	-24
50	CC1=C2C3OC(=O)C(C)C3CCC2(C)C=C(Br)C1=O (centres undefined)	-6
51	CCn1c2c(n(C(C)=O)c1=O)C[C@@H](c1ccccc1)[C@@H](C)[C@@H](C(=O)N1CCCC1)C2	-4
52	C[C@H](CO)N1C[C@H](C)[C@H](CN(C)Cc2ccncc2)Oc2ncc(C#CC3CC3)cc2C1=O	-2
53	CC(C)c1cccc(C(C)C)c1Nc1cn[nH]c1	3
54	COc1ccccc1N(CC(=O)N1CCCCC1C)S(=O)(=O)c1ccc(Cl)cc1 (centres undefined)	-1
55	CCCNC(=O)c1cc(C2CCCN(S(=O)(=O)c3ccccc3)C2)on1 (centres undefined)	-2
56	COc1ccc(Cc2c(-c3ccco3)nc3c(C)cc(Br)cn23)c(C)c1	4
57	COc1cccc(C(NC(C)=O)c2nc(-c3cccc(NC(C)=O)c3)cs2)c1 (centres undefined)	2
58	COCCN(CC(=O)Oc1ccccc1P(=O)(OC)OC)Cc1ccccc1	2
59	Cc1ccc(S(=O)(=O)N2C[C@H]3N(C(=O)OC(C)C)N(C(=O)OC(C)C)C[C@H](OC(=O)NCc4ccccc4F)[C@@]3(O)C2)cc1	-2
60	CC(C)NC(=O)C1(C)CCN1C(=O)Cc1ccc(-c2ccccc2)cc1 (centres undefined)	0
61	CC(C)C[C@@H](CN1CCC[C@@H]1CN1C(=S)NC[C@@H]1Cc1ccccc1)N1C[C@H](Cc2ccc(O)cc2)N(CC2CCCCC2)C1=S	-2
62	CC(C)Cc1ccc(-c2cc3nc(NCCOc4ccccc4)ccn3n2)cc1	0
63	COC(=O)C1=CN(c2ccccc2OC)C(N)=C(C#N)C1c1cccc([N+](=O)[O-])c1 (centres undefined)	-10
64	COc1ccc(-c2nc3ccc(Cl)cn3c2CC(C)(C)C)cc1OC	-3
65	Cc1ncc(C(O)c2ccc(N(C)C)cc2)n1Cc1ccccc1 (centres undefined)	0
66	COC(=O)C1CCN(S(=O)(=O)c2c[nH]c(=O)[nH]c2=O)CC1	-3
67	CCCC(=O)N1CCCC1(C)C(=O)NCCc1ccccn1 (centres undefined)	1
68	CCOC(=O)C1=CC[C@@H](c2ccccc2C(F)(F)F)N(S(=O)(=O)c2ccc(C)cc2)[C@H]1c1ccc(C#N)cc1	-5
69	O=C(Nc1cccc(Cl)c1)c1csc([C@@H]2C[C@H](O)[C@@H](CO)O2)n1	6
70	CN(Cc1ccccc1)C(=O)C1(C)CCN1C(=O)Cc1ccc(Cl)cc1Cl (centres undefined)	0
71	CCCNC(=O)C1(C)CCN(C(=O)c2cccc(OC(F)(F)F)c2)C1 (centres undefined)	1
72	COc1ccc([C@H]2C[C@@H](n3cc(-c4ccc(F)cc4)nn3)[C@H](O)CN2C(=O)c2cccs2)cc1	-2
73	CC1(C(=O)Nc2ccc3c(c2)OCO3)CCN1C(=O)c1ccccc1 (centres undefined)	0
74	CC1(C(=O)NC2CCCCC2)CCC(=O)N1CCOc1ccccc1 (centres undefined)	-3
75	O=S1(=O)CC(N2CCCCC2)CN1Cc1cn(Cc2ccc(Cl)cc2)nn1 (centres undefined)	-1
76	CC1(C(=O)Nc2ccc3[nH]ncc3c2)CCN1C(=O)CC(c1ccccc1)c1ccccc1 (centres undefined)	0
77	CC(C)N1C(=O)c2ccccc2NC(=O)C1C(=O)NCc1ccccc1 (centres undefined)	-2
78	CC1(C(=O)Nc2ccc(F)c(Cl)c2)Cc2c(-c3cccc(C(N)=O)c3)ccnc2O1 (centres undefined)	-1
79	CC(C)[C@@H]1Cc2[nH]c(=O)[nH]c(=O)c2[C@H](C)O1	-2
80	CC(CC(=O)Nc1ccc2c(c1)c(=O)n(C)n2-c1cccs1)c1ccccc1 (centres undefined)	-1
81	Cn1ccc2c(-c3ccc(C(C)(C)C)cc3)cc3c(c21)C1CCC3O1 (centres undefined)	0
82	O=C1CCC(C(=O)OCC(=O)Nc2ccc(SC(F)F)cc2)=NN1	9
83	Cc1ccccc1N1CCN(C(=O)c2cc(-c3ccccc3)nc3c2cnn3C(C)C)CC1	-1
84	CCN(CC)C1CCN(C(=O)c2ccc(OC3CCN(C(=O)CCOC)CC3)cc2)C1 (centres undefined)	0

Other records follow.
cpd	Structure	Wnt bcat act
85	O=S1(=O)CCSC[C@@H](CN2CCCC2)N1	-2
86	CC(C)CNc1ncnc2c1cnn2Cc1ccc(Cl)cc1	0
87	CCOc1ccc(CCN2C(=S)N([C@@H](Cc3ccc(O)cc3)CN3CCC[C@@H]3CN3C(=S)NC[C@@H]3CC(C)C)C[C@@H]2Cc2ccc(O)cc2)cc1	-12
88	O=S(=O)(Cc1noc(-c2ccc(Cl)cc2)n1)Cc1ccco1	11
89	COc1ccc(CN(C(=O)c2cccc(OC)c2)C2CCS(=O)(=O)C2)cc1 (centres undefined)	2
90	C[C@@H]1CN([C@H](C)CO)S(=O)(=O)c2ccc(Br)cc2O[C@H]1CN(C)C(=O)Nc1ccccc1	-3
91	CCCCCCN1C[C@@H](O)[C@H](n2cc(COC(=O)c3ccccc3)nn2)C[C@@H]1c1ccc(C)cc1	-2
92	O=C(NCc1nnnn1-c1ccc(F)cc1)c1ccc2ccccc2c1	3
93	Cc1cccc(C)c1NC(=O)C1(C)CN(S(C)(=O)=O)CC(=O)N1Cc1cccs1 (centres undefined)	0
94	CS(=O)(=O)c1ccccc1-c1csc(N2CCC(C(N)=O)CC2)n1	-2
95	CCCCCN(C(=O)CCc1cn(CCCCC)c2ccccc12)c1ccc(N(C)c2ccccn2)cc1	-8
96	COc1cc(NC(=O)c2ccc(-c3ccc(F)c(F)c3)c3ccoc23)cc(OC)c1OC	1

From compound 85 as far as 86, as listed above:
cpd	Structure	Wnt bcat act
85	O=S1(=O)CCSC[C@@H](CN2CCCC2)N1	-2
86	CC(C)CNc1ncnc2c1cnn2Cc1ccc(Cl)cc1	0

(cont.)
cpd	Structure	Wnt bcat act
97	COc1cc(NC(=O)CSc2nnc3ccccn23)cc(OC)c1OC	-2
98	COc1ccccc1Cc1c(-c2ccc(OC)c(OC)c2)nc2ccc(C)cn12	-1
99	COc1ccc(CC(N)c2csc(Nc3cc(NCc4ccco4)ncn3)n2)cc1 (centres undefined)	5
100	CC(=O)c1cccc(-c2cnc3c(NC=O)cc(-c4ccc(N(C)C)cc4)cn23)c1	-6
101	Cc1ccc(F)cc1C(=O)N1CCCCC1c1cc(C(=O)NCc2ccccc2)no1 (centres undefined)	-1
102	CCCCN(C=O)c1c(CC)nc2c(OCc3ccc(S(C)(=O)=O)cc3)cccn12	-1
103	O=C(CSc1nc2ccccc2c(=O)n1-c1ccc(Cl)c(Cl)c1)Nc1ccc2c(c1)CCC2	1
104	O=[N+]([O-])c1cnc(Sc2ccncn2)c([N+](=O)[O-])c1	-4
105	COCCN(CCOC)Cc1cc(=O)oc2cc(C)cc(C)c12	4
106	Nc1sc(Cc2ccccc2)cc1C(=O)c1c(-c2ccccc2)[nH]c2ccccc12	-10
107	C[C@@H]1CN([C@H](C)CO)C(=O)CCCn2nncc2CO[C@H]1CN(C)Cc1ccc(C(F)(F)F)cc1	-2
108	COc1ccc(C(=O)N/C(=C\c2ccc(Cl)cc2)C(=O)NCCN2CCOCC2)cc1	0
109	CC(C)(C)c1ccccc1NC(=O)Nc1nc(C(N)c2ccccc2)cs1 (centres undefined)	-1
110	COc1ccccc1N1CCN(C(=O)[C@@H]2CCCN2C2=NS(=O)(=O)c3ccccc32)CC1	-2

3 of the compounds above, with the structure last:
item	Wnt bcat act	smiles
99	5	COc1ccc(CC(N)c2csc(Nc3cc(NCc4ccco4)ncn3)n2)cc1 (centres undefined)
100	-6	CC(=O)c1cccc(-c2cnc3c(NC=O)cc(-c4ccc(N(C)C)cc4)cn23)c1
101	-1	Cc1ccc(F)cc1C(=O)N1CCCCC1c1cc(C(=O)NCc2ccccc2)no1 (centres undefined)

Bioassay records from PubChem BioAssay.

An excerpt. The share of hits here may be higher or lower than overall.
